KCNK3 block – human KCNK3 channel inhibition, primary screen. O14649. CHO-KCNK3 thallium flux, FluxOR fluorescence; stronger effect = lower value. B-score at 10 µM. 340,000 compounds, 0.84% hits;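 active = B-score under library mean minus 4 SD, starting fluorescence ratio at most library mean plus 5 SD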;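 also: more negative B-score means stronger inhibition of thallium flux through KCNK3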
Target sequence (O14649 whole entry, looked up): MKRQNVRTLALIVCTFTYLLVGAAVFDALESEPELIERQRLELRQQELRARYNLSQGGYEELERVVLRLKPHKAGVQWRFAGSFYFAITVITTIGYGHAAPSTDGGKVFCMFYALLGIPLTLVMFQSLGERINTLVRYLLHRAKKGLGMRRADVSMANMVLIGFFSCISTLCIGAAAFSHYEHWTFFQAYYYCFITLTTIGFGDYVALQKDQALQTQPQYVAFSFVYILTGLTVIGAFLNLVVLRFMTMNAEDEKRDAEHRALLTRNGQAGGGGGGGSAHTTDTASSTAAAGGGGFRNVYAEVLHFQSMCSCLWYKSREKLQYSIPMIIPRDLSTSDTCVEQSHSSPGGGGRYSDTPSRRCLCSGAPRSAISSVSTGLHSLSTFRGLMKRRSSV
GSK3A inh – blocks human GSK-3 alpha kinase. P49840. ADP-Glo luminescence, 60 min. inhibition, % at 10 µM. 320,000 compounds, 0.1% hits;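 in the data active = inhibition above about 50%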;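 also: GST-tagged GSK-3 alpha with peptide substrate and 25 µM ATP; 0% = DMSO neutral wells and 100% = GW8510 positive control wells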
Target sequence (P49840 whole entry, looked up): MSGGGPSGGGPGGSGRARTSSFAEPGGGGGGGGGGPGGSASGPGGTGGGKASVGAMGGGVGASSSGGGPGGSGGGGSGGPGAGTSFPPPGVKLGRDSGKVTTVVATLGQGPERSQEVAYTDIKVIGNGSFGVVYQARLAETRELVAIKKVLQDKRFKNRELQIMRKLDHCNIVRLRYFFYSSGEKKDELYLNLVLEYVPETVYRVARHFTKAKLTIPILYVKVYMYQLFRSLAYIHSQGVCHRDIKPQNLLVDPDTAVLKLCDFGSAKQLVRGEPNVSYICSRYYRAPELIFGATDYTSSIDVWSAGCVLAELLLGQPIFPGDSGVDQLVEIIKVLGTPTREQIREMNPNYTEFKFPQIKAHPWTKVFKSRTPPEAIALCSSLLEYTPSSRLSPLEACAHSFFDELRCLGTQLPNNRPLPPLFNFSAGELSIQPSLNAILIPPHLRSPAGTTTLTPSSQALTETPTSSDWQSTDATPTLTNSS
Dyrk1A ADPGlo – blocks rat Dyrk1A kinase activity; Q63470; ADP-Glo luminescence, NFATc1 peptide; inhibition, % at 12.5 µM; 310,000 compounds, 0.43% hits; AID 504441; in the data active = inhibition above about 50%;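 also: plate controls were vehicle with enzyme for no effect and no enzyme for full effect; many of its hits are not listed in these tables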
Numbers without * were called inactive; i = inactive. An excerpt. The share of hits here may be higher or lower than overall.

SMILES | KCNK3 block | GSK3A inh | Dyrk1A ADPGlo
CC(C)(Oc1ccc(C2CC2(Cl)Cl)cc1)C(=O)O (stereo not given) | i | -2 | -3
CC1CN(S(=O)(=O)c2cc(C(=O)NCc3ccncc3)ccc2Cl)CC(C)O1 (stereo not given) | i | 0 | -2
COc1cc(OC)cc(-c2c(C#Cc3ccsc3)c3cc(-c4ccc(N(C)C)nc4)ccc3n2C)c1 | i | -2 | -1
CCOC(=O)c1c(NC(=O)COC(=O)Cn2cnc3ccccc32)sc2c1CCC(C)C2 (stereo not given) | i | -1 | -1
O=C(OC1CCOC1=O)c1cc(S(=O)(=O)N2CCOCC2)c(Cl)cc1Cl (stereo not given) | i | 3 | -1
CCN(c1ccccc1)S(=O)(=O)c1cccc(C(=O)OCC(=O)Nc2ccc(NC(C)=O)cc2)c1 | i | -2 | -3
CC1(c2ccc(Cl)cc2)NC(=O)N(CC(=O)NC2CCCCC2)C1=O (stereo not given) | i | -1 | -3
O=C1c2ccccc2NC(c2ccc(Br)o2)N1O (stereo not given) | i | 9 | 4
Cc1ccc(NC(=O)CCc2ccc(S(=O)(=O)N3CCOCC3)cc2)c(Cl)c1 | i | -1 | -5
COc1ccc(-c2cc(-c3cccs3)c(C#N)c(SCC(=O)NCc3ccco3)n2)cc1 | i | -3 | -3
CCOC(=O)c1ccc(S(=O)(=O)N2CCN(Cc3cc4c(cc3O)OCO4)CC2)cc1 | i | -3 | 0
O=C(C1CCN(S(=O)(=O)c2ccc(Cl)c(C(F)(F)F)c2)CC1)N1CCC1 | i | -5 | -3
O=C(NCc1ccccc1)c1nc[nH]c1C(=O)N1CCc2ccccc2C1 | i | -2 | -4
CCN(CC)S(=O)(=O)c1cccc(C(=O)N/N=C/c2ccc(O)c(O)c2O)c1 | i | -3 | 3
CCc1ccc(/C=C(\C#N)C(=O)NC2CCS(=O)(=O)C2)cc1 (stereo not given) | i | 0 | 0
CC1CC(C)(C)CC2(C1)NC(=O)N(CC(=O)N1CCN(S(=O)(=O)c3cccc(F)c3)CC1)C2=O (stereo not given) | i | 5 | 3
C[C@H](CO)N1C[C@H](C)[C@@H](CN(C)Cc2ccc(C(=O)Nc3ccccc3N)cc2)Oc2c(NC(=O)C3CCCCC3)cccc2C1=O | i | -3 | -16
NS(=O)(=O)c1cc(C(=O)O)cc(N2CCCC2)c1Oc1ccccc1 | i | -5 | 2
COCCN(CC(=O)Nc1cccc(C)c1C)C(=O)c1ccc(-n2cccn2)cc1 | i | 1 | 9
CC(=O)c1cccc(N2C(=O)CC(N3CCN(S(=O)(=O)c4ccc(Cl)cc4)CC3)C2=O)c1 (stereo not given) | i | -1 | 6
COc1ccccc1C(=O)NCCC(=O)NCC(c1ccco1)N1CCCC1 (stereo not given) | i | 0 | 0
CCN(c1ccccc1)S(=O)(=O)c1ccc(Cl)c(C(=O)NCc2ccco2)c1 | i | -2 | 2
O=C1NC(c2ccccc2)=C(c2ccccc2)C1=O | i | 0 | -2
OCC[C@H]1C[C@@H](O)[C@H](O)[C@]2(Cc3ccccc3CCO2)O1 | i | 4 | 2
FC(F)(F)c1cc(CCN2CCNC[C@@H]2c2ccccc2)cc(C(F)(F)F)c1 | i | 3 | 2
C[C@H]1CN(S(=O)(=O)c2ccc3c(c2)OCCO3)CCN1S(=O)(=O)c1c(F)cccc1F | i | -1 | 5
COc1ccc(CN2C(=O)[C@@H]3C(c4ccc(F)cc4)=NO[C@@H]3C2=O)cc1 | i | -2 | -4
COc1ccccc1N1CCN(C(=O)c2cc3c(=O)n4ccccc4nc3s2)CC1 | i | -2 | 1
NC(N)=NC(=O)c1nc(Cl)c(N2CCCCCC2)nc1N | -9.8* | 4 | 11
CCN(CC)S(=O)(=O)c1ccc(N2CCOCC2)c(NC(=O)c2ccc(=O)[nH]c2)c1 | i | -5 | -5
CCc1noc(C)c1C(=O)N(C)CC(=O)Nc1cccc(OC)c1 | i | -1 | 0
CN(CC(=O)Nc1ccc(Cl)c(Cl)c1)C(=O)CNC(=O)C1CCCCC1 | i | 0 | 4
CC1CCCCC12NC(=O)N(CC(=O)Nc1ccc(S(=O)(=O)Nc3ncccn3)cc1)C2=O (stereo not given) | i | 2 | 1
CN(CC(=O)Nc1ccc(OC(F)(F)F)cc1)C(=O)c1ccc(N2CCCC2=O)cc1 | i | -3 | 1
CN(C)c1cccc(-c2csc(N3CCC(C(N)=O)CC3)n2)c1 | i | 0 | -12
CC1CCC2(CC1)NC(=O)N(CC(=O)N1CC(C)CC(C)C1)C2=O (stereo not given) | i | -2 | -2
COc1cc(OC)cc(-c2c(-c3cccs3)c3cc(-c4ccc5[nH]ccc5c4)ccc3n2C)c1 | i | -1 | 6
O=C(C[C@@H]1C/C=C\CCCC(=O)OC[C@@H](c2ccccc2)NC1=O)NCCO | i | -2 | -9
C[C@H](CO)N1C[C@H](C)[C@@H](CN(C)S(C)(=O)=O)Oc2ccc(NC(=O)c3ccncc3)cc2C1=O | i | -3 | -3
Cc1ccc(S(=O)(=O)N2CCN(C(=O)CN3C(=O)c4ccc([N+](=O)[O-])cc4C3=O)CC2)cc1C | i | 0 | 3
COc1cccc(CN(CC(=O)NCc2ccccc2)S(=O)(=O)CCl)c1 | i | -3 | -3
Cc1cc(C)n2nc(SCC(=O)N3CCOCC3)nc2n1 | i | -3 | -5
COCCn1c(-c2ccc(Cl)cc2)cnc1SCC(=O)NCc1cccs1 | i | -2 | 0
CC(C)(C)OC(=O)NCCCC[C@H](NC(=O)c1[nH]cnc1C(=O)N[C@@H](Cc1ccccc1)C(=O)OCc1ccccc1)C(=O)OC(C)(C)C | i | -1 | 3
CC(C)C(=O)N1CCN(C2=NS(=O)(=O)c3ccccc32)CC1 | i | 0 | -6
C#CCOCCOCCOCCNc1nc(N2CCN(C(=O)Cn3cc(CCCN=C(N)N)nn3)CC2)nc(N2CCN(C(=O)[C@H]([C@@H](C)CC)n3cc(CCCCN)nn3)CC2)n1 | i | 0 | 7
O=S(=O)(c1ccccc1)c1nc(-c2cccs2)oc1NCc1cccnc1 | i | -2 | 6
COc1ccc(NS(=O)(=O)c2ccc(N3CCCCC3)c(N)c2)cc1 | i | -2 | 0
CCn1c(SC(C)C(=O)NC2CCCC2)nc2cc(S(N)(=O)=O)ccc21 (stereo not given) | i | 11 | 0
COc1ccc(-c2c(-c3cc(OC)cc(OC)c3)n(C)c3ccc(-c4ccc(S(N)(=O)=O)cc4)cc23)cc1 | i | -2 | 4
The results go on:
SMILES | KCNK3 block | GSK3A inh | Dyrk1A ADPGlo
CC1CC(NC(=O)CCn2c(=O)oc3ccccc32)CC(C)(C)C1 (stereo not given) | i | 3 | 5
O=C(COC(=O)c1ccccc1F)NCc1ccc2c(c1)OCO2 | i | -1 | -2
Cc1cc(C(=O)CSc2nnc(-c3ccco3)o2)c(C)n1C | i | -1 | 2
C[C@@H]1COC(=O)[C@@H](NC(=O)OCC2c3ccccc3-c3ccccc32)C/C=C\C[C@@H](CC(=O)N(CCO)Cc2ccccc2)C(=O)N1 | i | 2 | 1
COc1ccc(CCC(=O)Nc2cccc(S(=O)(=O)N3CCCCCC3)c2)cc1OC | i | -1 | -4
O=C(Cc1csc(Nc2nc(=S)[nH]c3ccccc23)n1)NCc1cccc(Cl)c1 | i | 1 | 2
COc1ccc(C(C)(C)C)cc1NC(=O)CCCN1C(=O)NC(C)(C)C1=O | i | -1 | 4
Cc1cc(C)n(-c2ccc(C(=O)N3CCN(S(=O)(=O)c4ccc(C(C)C)cc4)CC3)cc2)n1 | i | 2 | 10
COc1ccc(Cl)cc1NS(=O)(=O)c1cccc(C(=O)NC2CC2)c1 | i | 1 | 8
CC(C)(C)c1nnc2sc(SCC(=O)NCc3ccco3)nn2c1=O | i | 2 | 9
Cc1onc(-c2ccccc2)c1C(=O)Nc1cccc(S(=O)(=O)N2CCCCC2)c1 | i | -7 | -5
O=C(C[C@@H]1C/C=C\CC[C@H](Cc2ccc(F)cc2)C(=O)OC[C@@H]2CCCN2C1=O)NCCO | i | 1 | -1
CNC[C@@H]1Oc2ccc(NS(=O)(=O)c3ccc(OC)cc3)cc2CC(=O)N([C@H](C)CO)C[C@@H]1C | i | -2 | 2
O=C(COc1ccccc1)Nc1nc(-c2cccnc2)cs1 | i | -5 | 24
O=C(CSc1cccc[n+]1[O-])Nc1ccc(Cl)cc1F | i | 4 | -1
O=C(Cn1cc([N+](=O)[O-])ccc1=O)N1CCc2ccccc2C1 | i | -2 | 0
O=C(COC(=O)c1cccc(OC(F)F)c1)NCC1CCCO1 (stereo not given) | i | 0 | 3
COc1ccc(NS(=O)(=O)c2ccc(OC)c(NC(=O)CNC(=O)c3ccc(OC)cc3)c2)cc1 | i | -4 | 1
CCN(CC)C(=O)c1[nH]cnc1C(=O)N[C@@H](C)c1ccccc1 | i | -2 | 6
Cc1ccc(C(=O)CN2C(=O)NC3(CCCCC3C)C2=O)s1 (stereo not given) | i | -1 | 4
CN(CC(=O)Nc1ccc(F)cc1)C(=O)CN1C(=O)c2ccccc2C1=O | i | -6 | 0
O=C(CNC(=O)c1ccccc1F)NCc1ccccn1 | i | -2 | -3
O=C(CSc1nnc(NC2CC2)s1)c1ccc[nH]1 | i | -4 | 2
Cc1ccc(NC(=O)CN2C(=O)NC3(CCCC3)C2=O)cc1S(=O)(=O)N1CCCCC1 | i | -2 | 0
O=C(CSc1nnc(C2CC2)n1C1CC1)c1ccc(F)c(F)c1 | i | -1 | 7
Cc1ccc(NC(=O)CSc2nnc(C)n2C2CC2)cc1S(=O)(=O)N1CCOCC1 | i | -1 | 4
CCC(=O)N1CCN(C(=O)c2ccccc2)CC1 | i | -1 | -13
CCn1cc(C(=O)N2CCN(c3ccccn3)CC2)c2cc(OC)c(OC)cc2c1=O | i | -1 | 4
N#CCCN(C(=O)COC(=O)c1ccc2ccccc2n1)c1ccccc1 | i | -2 | 0
O=C(CNC(=O)C1CCCCC1)OC(C(=O)c1ccccc1)c1ccccc1 (stereo not given) | i | -1 | -1
Cc1ccc(S(=O)(=O)Nc2nc3ccccc3nc2N2CCOCC2)cc1 | i | -32 | -4
CN(C(=O)COC(=O)/C=C/c1ccc2ccccc2n1)c1c(N)n(Cc2ccccc2)c(=O)[nH]c1=O | i | -1 | -5
CC1CCN(c2ccc3c(c2)S(=O)(=O)c2cccc(C(=O)O)c2C3=O)CC1 | i | 0 | 5
CN(CC(=O)Nc1ccc(Cl)cc1)C(=O)c1sccc1-c1ccccc1 | i | -5 | -3
Cc1cccc(OCC(=O)NCc2nnc3ccc(C(F)(F)F)cn23)c1C | i | 0 | -10
NS(=O)(=O)c1ccc(CCNC(=S)NC(=O)c2ccccc2Br)cc1 | i | 2 | -2
Cc1c(C(=O)Nc2cccc(C(F)(F)F)c2)oc2ccc(S(=O)(=O)N3CCOCC3)cc12 | i | 0 | 3
CCCCN(C(=O)C1CCCC1)c1c(N)n(CC(C)C)c(=O)[nH]c1=O | i | 4 | 0
CSCCC(NC(=O)c1ccccc1Br)C(=O)NNC(=O)c1cc(C)oc1C (stereo not given) | i | 2 | 9
O=C1N[C@@H](c2ccccc2)COC(=O)[C@H](Cc2ccc(F)cc2)C/C=C\C[C@@H]1CC(=O)N(CCO)Cc1ccccc1 | i | -4 | -3
COc1ccccc1C(=O)NCC(=O)OC(C)C(=O)N(C)C1CCCCC1 (stereo not given) | i | 3 | 4
CCN(C[C@H]1N[C@@](CC)(C(=O)OC)[C@H]2C(=O)N(C)C(=O)[C@@H]12)C(=O)Nc1ccc(OC)cc1 | i | -2 | 6
CCC(C)Sc1ccc(-c2nc3ccc(Cl)cn3c2NCc2ccccc2)cc1 (stereo not given) | i | 0 | -2
CC12CCC(=O)N1C(C(=O)N1CCN(c3cccc(Cl)c3)CC1)CS2 (stereo not given) | i | 2 | -5
C[C@H](O)C(=O)C1=Nc2c(nc(N)[nH]c2=O)NC1 | i | -1 | 15
Cc1[nH]c2ccccc2c1NC(=O)CN1CCN(c2cccc(C(F)(F)F)c2)CC1 | i | 1 | -3
Cc1noc(C)c1COc1ccccc1C(=O)Nc1ccc(C(N)=O)cc1 | i | 2 | -2
COc1ccc(CC(=O)Nc2ccc(-c3nnc(-c4ccccc4)o3)cc2)cc1 | i | 0 | -9
CCCCC1(C)NC(=O)N(CC(=O)Nc2cc(S(=O)(=O)N3CCOCC3)ccc2Cl)C1=O (stereo not given) | i | 1 | -4
O=C(Nc1ccc(C(=O)N2CCC(N3CCCC3)CC2)cc1)c1ccc(Br)o1 | i | 0 | 21
O=[N+]([O-])c1ccccc1S(=O)(=O)Nc1cccc(S(=O)(=O)N2CCCC2)c1 | i | 1 | 6
O=S(=O)(c1ccc(NCCOCCO)nc1)N1CCCCC1 | i | 0 | -1

Screening data deposited in PubChem BioAssay by several laboratories.
